Tb PYK inh: T. brucei pyruvate kinase inhibition; Potency, µM (series often up to 76.8 µM), for the others: top-dose activity, negative = inhibition, usual class: inhibitors; 0.12% of 410,000 active; Q57TT1; TbPYK enzyme, Kinase-Glo Plus ATP luminescence, 45 min; also: potency is read from the fitted curve at half-maximal effect; nearly all actives have a fitted effect of over 50% in size
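Luminescence from Kinase-Glo Plus, added after a 45-minute room-temperature reaction, served as the end-point read-out. The enzyme and substrate were preincubated with compound before ADP (130 uM final) initiated turnover. Concentration-effect curves came from normalized qHTS data.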
LmPK inhibitor: LmPK (Leishmania mexicana) enzyme inhibition | purified LmPK, Kinase-Glo ATP luminescence, 1 h | Potency, µM (highest dose often 57.5 µM), for inactives: at the highest dose activity change, negative = inhibition, usual class: inhibitors | 0.37% of 290,000 active; also: potency is read from the fitted curve at half-maximal effect
Target sequence (Q27686 whole entry, looked up): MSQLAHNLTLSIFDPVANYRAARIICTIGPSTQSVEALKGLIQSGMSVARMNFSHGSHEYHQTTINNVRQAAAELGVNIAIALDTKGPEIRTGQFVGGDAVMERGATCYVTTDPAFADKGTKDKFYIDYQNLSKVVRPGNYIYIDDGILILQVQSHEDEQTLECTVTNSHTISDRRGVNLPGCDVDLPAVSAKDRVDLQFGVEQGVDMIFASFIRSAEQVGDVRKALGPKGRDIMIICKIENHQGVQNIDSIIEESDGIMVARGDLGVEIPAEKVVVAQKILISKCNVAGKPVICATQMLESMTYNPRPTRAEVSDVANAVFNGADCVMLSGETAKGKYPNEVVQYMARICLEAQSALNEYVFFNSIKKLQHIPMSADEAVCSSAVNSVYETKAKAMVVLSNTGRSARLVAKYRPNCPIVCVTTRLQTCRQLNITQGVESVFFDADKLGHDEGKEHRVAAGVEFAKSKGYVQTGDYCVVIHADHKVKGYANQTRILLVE
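In 50 mM imidazole pH 7.2 with 7 mM MgCl2, LmPK (0.1 nM) turned over PEP (0.5 mM) and ADP (0.1 mM) for 1 h at room temperature. Luciferase read-out of ATP.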
HCV inhibitor: inhibitors of hepatitis C virus infection; Huh7.5.1 HCVcc-Cre infection, luciferase reporter, 44 h; Potency, µM (highest dose often 41.8 µM), for inactives: at the top dose activity change, negative = inhibition, most hits filed as inhibitors; 3.4% of 340,000 active; AID 651820; also: potency is read from the fitted curve at half-maximal effect
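Infectious HCV cell culture screen: compound-treated cells (1,000/well, pre-plated 4 h) are infected with HCVcc-Cre at roughly 0.5 moi and grown 44 h. Infection is quantified by luciferase signal after 15 min substrate incubation at room temperature.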
HCMV inh: inhibitors of human cytomegalovirus; HFF cells, HCMV-luciferase reporter, 72 h; hits give low values; activity change, negative = inhibition, % at 57.5 µM; 4.5% of 410,000 active; in the data active = activity change below about -60%; inconclusive = no clear call, values can overlap the other calls; inactive = above about -39%
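Inhibition of viral replication was scored as loss of reporter luminescence in HFFs infected with HCMV-luciferase (MOI 1 PFU/cell) for 72 h; compounds tested at 2 doses, normalized to buffer and Salinomycin controls.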
AmpC no deterg: AmpC beta-lactamase inhibition without detergent; AmpC nitrocefin hydrolysis, absorbance 480 nm, 0.0001% Triton; Potency, µM (series often up to 57.1 µM), inactives show at the top dose activity change, negative = inhibition, hits mostly inhibitors; 0.52% of 330,000 active;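 also: potency is read from the fitted curve at half-maximal effect; plate controls were no compound for no effect and no enzyme for full effect; nearly all actives have a fitted effect of over 20% in size; some results filed as inactive show a strong effect at the top dose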
Target sequence (P00811 whole entry, looked up): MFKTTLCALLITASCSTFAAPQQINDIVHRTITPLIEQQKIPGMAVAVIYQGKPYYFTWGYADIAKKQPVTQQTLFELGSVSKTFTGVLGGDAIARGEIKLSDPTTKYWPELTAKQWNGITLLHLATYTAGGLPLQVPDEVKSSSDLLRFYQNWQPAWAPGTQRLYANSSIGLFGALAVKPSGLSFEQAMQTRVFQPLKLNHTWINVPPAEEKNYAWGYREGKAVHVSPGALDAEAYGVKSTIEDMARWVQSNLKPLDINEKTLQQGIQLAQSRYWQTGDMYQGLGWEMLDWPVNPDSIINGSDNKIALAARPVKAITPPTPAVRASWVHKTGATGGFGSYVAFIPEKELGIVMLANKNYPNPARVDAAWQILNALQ
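20 mM phosphate pH 7.0 + 0.01% (detergent screen) or 0.0001% Triton X-100; 5.3 nM AmpC reagent; cpd preinc 15 min RT; nitrocefin (800 uM stock) to start; A480 q20 s × 4 min; Activity was normalised to no-enzyme and no-compound control wells.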
AMA1-RON2 inh: disrupts binding of P. falciparum AMA1 to RON2; AlphaScreen AMA1-biotinylated RON2 peptide binding; AID 720542; Potency, µM (titrated, usually from 58.2 µM), for inactives: at the highest dose activity change, negative = inhibition, most hits filed as inhibitors; 0.2% of 360,000 active;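 also: potency is read from the fitted curve at half-maximal effect; 0% = vehicle wells and -100% = peptide control; nearly all actives have a fitted effect of over 45% in size; some results filed as inactive show a strong effect at the top dose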
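AMA1 (3D7) with his tag at 25 nM final met compounds first, then biotinylated RON2 peptide at 25 nM; detection used donor plus acceptor beads, 10 µg/mL apiece, read by AlphaScreen after 30 min at room temperature.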
AmpC inh detg: blocks E. coli AmpC beta-lactamase in detergent assay | P00811 | AmpC hydrolysis of nitrocefin, absorbance 480 nm, 0.01% Triton | Potency, µM (highest dose often 114 µM), for the others: top-dose activity change, negative = inhibition, most hits filed as inhibitors | 0.041% of 370,000 active;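 also: potency is read from the fitted curve at half-maximal effect; 0% = no-compound wells and -100% = no-enzyme wells; nearly all actives have a fitted effect of over 25% in size; some results filed as inactive show a strong effect at the top dose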
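20 mM phosphate pH 7.0 + 0.01% (detergent screen) or 0.0001% Triton X-100; 5.3 nM AmpC reagent; cpd preinc 15 min RT; nitrocefin (800 uM stock) to start; A480 q20 s × 4 min; Activity was normalised to no-enzyme and no-compound control wells.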
* marks the source's active call; other numbers are inactive results; ? = inconclusive; . = not tested or not shown; & = joins results of further samples; [ ] = another dose, or the depositor's remark. Unless noted, calls follow the shape of the dose curve; as a rule, active = well fitted curve in the direction sought with a large enough effect; inconclusive = small, poorly fitted or top-dose-only effect, or another doubt; inactive = no such curve, though single readings can be large; an effect the other way counts as inactive or inconclusive. Unless noted, % is scaled to controls: 0 for no effect and ±100 for the full control effect.

SMILES	Tb PYK inh	LmPK inhibitor	HCV inhibitor	HCMV inh	AmpC no deterg	AMA1-RON2 inh	AmpC inh detg
CCC(SC1=NCCS1)C(=O)Nc1ccc(S(N)(=O)=O)cc1 (stereo not drawn)	5%	0%	18%	9	-6%	52%[activator]	-7%
COc1ccc2c(c1OC)C(=O)N(c1nccs1)C2	-5%	-16%	10%	56	-9%	0%	-14%
Cn1cccc1/C=C1/C(=O)NC(=S)N(Cc2ccc(F)cc2)C1=O	?	-17%	?	?	?	-7%	4%
CCCNC(=O)C1CCC(CNS(=O)(=O)c2ccc3c(c2)CC(C)N3C(C)=O)CC1 (stereo not drawn)	2%&3%	0%	7%	0&18	28%	14%	4%&14%
CC(OC(=O)c1ccco1)C(=O)NCc1ccc2c(c1)OCO2 (stereo not drawn)	3%	-5%	10%	-19	-7%	0%	-4%
CC(C)(C)c1ccc(NC(=O)COC(=O)c2ccc(CN3CCCC3=O)cc2)cc1	11%	.	5%	40	203%[activator]	-6%	-17%
Cc1cc(C)nc(Nc2ccc(C)c([N+](=O)[O-])c2)n1	7%	1%	-14%	-5	-15%	-7%	1%
Cc1ccc(CNC(=O)COC(=O)Cc2ccc(-c3ccccc3)cc2)cc1	2%	-2%	-15%	-28	-37%	1%	3%
O=S(=O)(c1ccccc1)C1(C2CC(c3ccccc3)=NO2)CC(O)C1 (stereo not drawn)	-11%	-3%	-14%	-24	-3%	0%	-16%
Cc1nc([N+](=O)[O-])cn1CC(=O)c1ccc(OC(F)(F)F)cc1	-1%	3%	4%	.	-13%	11%	-6%
CC(C)CC(=O)NC(c1cccs1)c1ccc2cccnc2c1O (stereo not drawn)	-13%	3%	2.8µM*	.	-16%	-39%	-1%
O=C(NC(=S)Nc1ccc(N2CCCC2)cc1)c1ccccc1[N+](=O)[O-]	-13%	2%	-6%	109	-40%	49%[activator]	-9%
CNC(=O)C1CC(=O)N(Cc2ccc3c(c2)OCO3)C(=Nc2ccc(F)cc2)S1 (stereo not drawn)	8%	2%	-1%	13	76%[activator]	-1%	-13%
N#Cc1ccccc1OCC(=O)N1CCN(S(=O)(=O)c2ccc(Cl)cc2)CC1	6%	.	18%	-35	3%	8%	2%
C=CCc1ccccc1OCCn1nnc2ccccc21	-2%	6%	-6%	8	-5%	16%	-8%
COc1ccccc1NC(=O)c1oc2ccccc2c1NC(=O)c1cccc(OC)c1OC	-4%	.	.	1	.	.	9%
C=CCSc1ncccc1C(=O)NCc1ccccc1	-4%	-3%	.	68	-11%	-1%	-7%
COc1ccc(CCNC(=O)C2CCCN(S(=O)(=O)c3ccc4c(c3)oc(=O)n4C)C2)cc1OC (stereo not drawn)	-5%	.	.	-14	.	.	-4%
O=c1cc(N/N=C/c2ccccc2)[nH]c(=O)[nH]1	1%	.	14%	-34	.	40%[activator]	.
CC(C)(O)c1cc(=O)sc2nc3ccccc3n12	2%	-26%	8%	77	-5%	2%	?
COc1ccc(C(=O)NC(=S)NNC(=O)c2ccncc2)cc1Br	-12%	.	-4%	-2	-19%	134%[activator]	-4%
CN(C)S(=O)(=O)c1ccc(NC(=O)C2CC(=O)N(Cc3ccccc3Cl)C2)cc1 (stereo not drawn)	7%	.	-6%	-25	37%	30%[activator]	?
OCC1CCN(Cc2nc(Cc3ccccc3Cl)no2)CC1	4%	7%	26%	-3	6%	21%	-2%
CCCCn1c(N)c(N(CCOC)C(=O)COC(=O)CCOc2ccccc2C)c(=O)[nH]c1=O	-23%	.	2%	-5	119%[activator]	-8%	4%
CC1CCC(C(C)C)C(OCC(O)CNC(C)(C)C)C1 (stereo not drawn)	3%	-1%	-8%	-76*	15%	0%	1%
SMILES	Tb PYK inh	LmPK inhibitor	HCV inhibitor	HCMV inh	AmpC no deterg	AMA1-RON2 inh	AmpC inh detg
CCCCN(CCCC)CCNC(=O)CN1C(=O)COc2ccc(S(=O)(=O)N3CCOCC3)cc21	0%	6%	8%	28	10%	5%	-1%
CCn1nc(CC(=O)Nc2nnc(CC(=O)N3CCCCC3)s2)c2ccccc2c1=O	8%	1%	20%	4	7%	0%	6%
C[C@@H]1CN([C@@H](C)CO)C(=O)CCCn2nncc2CO[C@@H]1CN(C)C(=O)Nc1ccc(N2CCN(C)CC2)cc1	6%	.	.	-2	.	12%	.
Cc1onc(-c2c(F)cccc2Cl)c1C(=O)Nc1cccc(S(=O)(=O)N2CCOCC2)c1	20%	.	-11%	-20	-13%	20%	.
O=C(Nc1cccc2ccccc12)N1CCN(Cc2ccccc2)CC1	-3%	1%	-6%	-27	3%	2%	?
O=C(c1cc2cc(F)ccc2[nH]1)N1CCN(Cc2ccc3c(c2)OCO3)CC1	0%	8%	?	0	57%	0%	-1%
COc1cc(OC)cc(-c2nc(-c3cccs3)no2)c1	0%	-5%	?	117	2%	-6%	1%
Cc1nc(C)c(C(=O)NNS(=O)(=O)c2ccccc2)s1	-7%	0%	-1%	46	-42%	23%	-4%
COCC1CCN(C(=O)c2ccc(OC)c(OC3CCN(C(C)C)CC3)c2)CC1	-4%	-6%	.	-19	1%	-4%	-13%
CC(C)NS(=O)(=O)c1ccc(CCC(=O)N2CCc3ccccc3C2)cc1	-1%	-1%	-25%	-37	0%	-6%	-9%
N/C(=N\OC(=O)c1cnn(-c2ccccc2)c1C(F)(F)F)c1cc(C(F)(F)F)cc(C(F)(F)F)c1	0%	5%	-20%	-1	-25%	10%	-6%
COc1ccc2c(CC(=O)OCC(=O)Nc3ccc4c(c3)OCO4)coc2c1	-24%	-1%	-2%	9	-41%	-3%	-12%
Cc1ccc(-n2c(SCC(=O)NCC3CCCO3)nc3n[nH]c(C)c3c2=N)cc1Cl (stereo not drawn)	-2%	12%	?	13	201%[activator]	4%	1%
CCC1/C(=N\O)CC(c2ccco2)NC1c1ccco1 (stereo not drawn)	-7%	5%	-13%	7	-1%	-4%	7%
O=C(COC(=O)c1cc([N+](=O)[O-])ccc1N1CCOCC1)c1ccc(Br)cc1	6%	.	?	-17	-24%	-18%	-10%
O=C(NCCCc1nc2ccccc2n1Cc1ccc(Cl)cc1)C1CCCCC1	1%	.	.	-10	.	.	1%
Cn1c(Cn2c3ccccc3c3ccccc32)n[nH]c1=S	?	3%	-28%	?	-25%	88%[activator]	-12%
O=C(CSc1nccc(=O)[nH]1)c1ccco1	6%	1%	0%	45	-21%	-1%	-6%
O=C(Nc1ccc(F)cc1)N1CCCC(c2nc3c(nnn3Cc3ccccc3Cl)c(=O)[nH]2)C1 (stereo not drawn)	-1%	6%	-29%	?	-34%	14%	0%
CCCCNC(=O)c1ccc2c(c1)N(CC)C(=O)c1ccccc1S2	-4%	.	.	-21	.	.	-4%
O=[N+]([O-])c1cccc(C(=S)N2CCN(c3ccccc3)CC2)c1	?	3%	-8%	-10	-28%	-29%	3%
C(=Nc1cccc2c(N=Cc3ccco3)cccc12)c1ccco1	-16%	3%	15%	.	-8%	-8%	-4%
CN(C)CCCN1C(=O)C(O)=C(C(=O)c2cc3ccccc3o2)C1c1ccccn1 (stereo not drawn)	-15%	.	10%	0	.	13%	.
CCCc1cc(=O)oc2c(C)c(OCC(=O)Nc3ccc(CN4CCOCC4)cc3)ccc12	1%	-11%	?	-26	23%	0%	-1%
CC1=NN(C(N)=S)C(=O)C1N=Nc1ccccc1[N+](=O)[O-] (stereo not drawn)	-2%	.	.	-15	.	157%[activator]	.
SMILES	Tb PYK inh	LmPK inhibitor	HCV inhibitor	HCMV inh	AmpC no deterg	AMA1-RON2 inh	AmpC inh detg
CC(=O)N1CCN(C(=O)CSc2nnc(C)n2-c2ccccc2)CC1	-10%	3%	5%	21	-5%	-2%	-2%
O=c1ccc(-c2ccccc2)nn1Cc1ccccc1F	5%	1%	?	-26	3%	0%	3%
Cc1cc2cc3c(cc2nc1SCC(=O)Nc1nc(C)c(C)s1)OCO3	-6%	-3%	?	17	?	-1%	-1%
Cc1ccc(NC(=O)Cn2nnc3ccccc32)cc1	0%	-7%	5%	143	-18%	-7%	7%
CC(C)CN(C(=O)CN1CCCCCC1)c1c(N)n(CC(C)C)c(=O)[nH]c1=O	-6%	0%	11%	52	54%	16%	3%
O=C(NC1CCCCCC1)c1ccc(CS(=O)(=O)Cc2ccccc2F)o1	-8%	4%	-9%	?	-2%	1%	0%
COCCN1C(=O)N(c2cccc(OC)c2)C(=O)C1CC(=O)Nc1ccc(OC)cc1 (stereo not drawn)	-3%	-1%	-15%	14	0%	1%	3%
Cc1ccccc1N(CC(=O)O)S(C)(=O)=O	3%	1%	-1%	21	-15%	-3%	-4%
CN1C(=O)c2[nH]nc(-c3ccc(F)cc3)c2C1c1ccccn1 (stereo not drawn)	-11%	.	.	?	.	.	14%
Cc1cc(Cl)c2oc(C(=O)N3CCN(c4cccc(C)n4)CC3)c(C)c2c1	5%	5%	10%	155	53%	?	10%
CN(CC(=O)Nc1cccc(F)c1)C(=O)c1cn(-c2ccccc2)nc1-c1ccc(F)cc1	-6%	.	?	-27	-23%	-10%	-5%
COc1cc(OC)c(OC)cc1CN1CCN(c2ccccc2OC)CC1	6%	-2%	0%	83	-29%	-28%	?
COc1ccc(S(=O)(=O)NC(CC(=O)O)c2ccco2)cc1 (stereo not drawn)	2%	6%	-2%	-39	-7%	-2%	?
CCO[C@H]1OC(C(=O)N2CCOCC2)=C[C@@H](c2coc3ccccc3c2=O)[C@@H]1CCCO	-1%	-1%	35µM*	-23	32%	4%	6%
CCCCOCCCNC(=O)CCCOc1ccccc1	-9%	-2%	15%	46	16%	-9%	-3%

Reprinted at random: three records from the list.
SMILES	Tb PYK inh	LmPK inhibitor	HCV inhibitor	HCMV inh	AmpC no deterg	AMA1-RON2 inh	AmpC inh detg
COc1ccc(S(=O)(=O)NC(CC(=O)O)c2ccco2)cc1 (stereo not drawn)	2%	6%	-2%	-39	-7%	-2%	?
CC(=O)N1CCN(C(=O)CSc2nnc(C)n2-c2ccccc2)CC1	-10%	3%	5%	21	-5%	-2%	-2%
Cc1cc2cc3c(cc2nc1SCC(=O)Nc1nc(C)c(C)s1)OCO3	-6%	-3%	?	17	?	-1%	-1%

Record cards (already shown).
COc1ccc(S(=O)(=O)NC(CC(=O)O)c2ccco2)cc1 (stereo not drawn) is listed as Tb PYK inh = 2%; LmPK inhibitor = 6%; HCV inhibitor = -2%; HCMV inh = -39; AmpC no deterg = -7%; AMA1-RON2 inh = -2%; AmpC inh detg = ?
COc1cc(OC)c(OC)cc1CN1CCN(c2ccccc2OC)CC1 is listed as Tb PYK inh = 6%; LmPK inhibitor = -2%; HCV inhibitor = 0%; HCMV inh = 83; AmpC no deterg = -29%; AMA1-RON2 inh = -28%; AmpC inh detg = ?

Assay outcomes (PubChem BioAssay)
